# NALP1 inh = NALP1 inflammasome inhibitors in reconstituted yeast, colorimetric, S. cerevisiae, triplicate retest; S. cerevisiae NALP1/ASC/caspase-1 growth, X-gal OD620, 72 h; inhibition, % at 10 µM; hit rate 0.61% among 280,000; AID 2071, 2009; in the data active = inhibition mostly above about 24%, no sharp cut-off; inactive = mostly below about 32%; note: some compounds called inactive have numbers as strong as hits
# PHOSPHO1 inh = PubChem AID 1565. Phosphoethanolamine/phosphocholine phosphatase (Homo sapiens), Q8TCT1. recombinant PHOSPHO1, absorbance phosphatase assay. inhibition, % at 13.3 µM. hit rate 1.1% among 290,000; in the data active = inhibition above about 60%
# Target sequence (Q8TCT1 whole entry, looked up): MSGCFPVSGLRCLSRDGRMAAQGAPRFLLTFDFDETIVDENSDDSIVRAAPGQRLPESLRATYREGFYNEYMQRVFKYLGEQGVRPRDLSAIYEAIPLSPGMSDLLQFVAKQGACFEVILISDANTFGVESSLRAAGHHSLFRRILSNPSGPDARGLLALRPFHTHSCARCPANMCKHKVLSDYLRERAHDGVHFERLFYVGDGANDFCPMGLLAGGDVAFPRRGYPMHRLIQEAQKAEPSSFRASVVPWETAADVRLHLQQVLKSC
# MEKK3 PB1 HTS = modulators of MEKK3-MEK5 PB1 binding, primary screen, biochemical, wildtype MEKK3, multiplex bead flow cytometry, Alexa488-MEK5. Mitogen-activated protein kinase kinase kinase 3 (Homo sapiens), Q99759. bead-based flow cytometry, Alexa488-MEK5 binding to MEKK3; actives lie on both sides; 0 = blocked by unlabeled MEK5, 100 = vehicle. binding response (% of control), % at 10 µM. hit rate 1.4% among 290,000. AID 1529, 2009;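 active = binding response more than 3 SD above or below the average of its plate-row segment, actives on both sides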;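 note: Alexa488 bead fluorescence after subtracting the streptavidin-only scavenger bead signal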
# V1aR counter = agonists of human V1a receptor, primary screen, counter-screen for OXTR agonist project, fluorescence, CHO-V1R cells. hit rate 0.25% among 320,000. activation, % at 3 µM. AID 2797, 2010. Fluo-8 calcium fluorescence, agonist mode; 0% DMSO, 100% 3 nM vasopressin. Vasopressin V1a receptor (Homo sapiens), P37288;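 active = activation above the mean activation of all tested compounds plus 3 SD, per screening run, cut at about 20% in these data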;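 note: signal is peak over basal fluorescence ratio across a 100 second FLIPR read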
# Target sequence (P37288 whole entry, looked up): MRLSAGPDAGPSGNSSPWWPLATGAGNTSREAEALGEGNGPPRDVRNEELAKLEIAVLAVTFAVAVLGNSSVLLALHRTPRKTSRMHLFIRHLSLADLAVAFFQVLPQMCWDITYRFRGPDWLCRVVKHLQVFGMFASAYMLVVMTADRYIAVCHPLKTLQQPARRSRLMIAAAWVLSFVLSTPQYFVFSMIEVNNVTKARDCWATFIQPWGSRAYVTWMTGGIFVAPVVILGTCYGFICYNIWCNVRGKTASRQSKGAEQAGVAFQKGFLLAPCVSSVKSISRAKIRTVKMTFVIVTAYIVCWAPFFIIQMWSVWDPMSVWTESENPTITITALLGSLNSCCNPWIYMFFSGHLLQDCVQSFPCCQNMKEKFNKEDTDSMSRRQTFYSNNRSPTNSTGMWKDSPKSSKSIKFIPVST
# GalR3 antagonist = GalR3 antagonists in HEK293 cells, primary screen, cell-based, fluorescence readout | inhibition, % at 3 µM | hit rate 0.44% among 360,000 | HEK293 GalR3-CNG cAMP membrane potential fluorescence; galR3 body fused to GalR1 C-terminus | Galanin receptor type 3 (Homo sapiens), O60755;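 active = inhibition above the screen-wide average plus 3 SD, cut at about 13% in these data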;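 note: forskolin and galanin both at EC90 stimulate the cells; cAMP rise reported by CNG channel membrane potential dye signal; 0% = forskolin plus galanin with DMSO and 100% = forskolin alone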
# Target sequence (O60755 1-299 limits assumed): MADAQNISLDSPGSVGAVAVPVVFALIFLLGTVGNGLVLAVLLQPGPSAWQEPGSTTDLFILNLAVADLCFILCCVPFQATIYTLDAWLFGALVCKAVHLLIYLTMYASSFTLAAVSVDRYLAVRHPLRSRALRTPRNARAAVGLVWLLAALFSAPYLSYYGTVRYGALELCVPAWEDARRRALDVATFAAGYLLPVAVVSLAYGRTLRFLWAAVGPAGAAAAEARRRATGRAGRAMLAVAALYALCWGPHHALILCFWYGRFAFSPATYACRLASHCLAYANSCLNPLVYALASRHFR
# OXTR ag = human OXTR agonists, primary screen, fluorescence, CHO-OTR cells, Fluo-8 calcium | Oxytocin receptor (Homo sapiens), P30559 | Fluo-8 calcium fluorescence; normalized: DMSO 0%, oxytocin 100% | activation, % at 3 µM | hit rate 0.32% among 320,000;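 active = activation above the mean of all tested compounds plus 3 SD, cutoff set per screening run, cut at about 20% in these data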;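 note: peak over basal fluorescence ratio from a 100 s FLIPR kinetic read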
# MEKK2 WT-MEK5 = modulators of MEK5 binding to wildtype MEKK2, primary screen, biochemical, multiplex bead flow cytometry, Alexa488-MEK5 | Mitogen-activated protein kinase kinase kinase 2 (Homo sapiens), Q9Y2U5 | Alexa488-MEK5 binding to MEKK2 WT; actives lie on both sides | AID 1531, 2009 | binding response (% of control), % at 10 µM | hit rate 1.1% among 290,000; in the data active = binding response below about 67% or above about 130%
# GPR7 antag = GPR7 receptor antagonists, primary screen, cell-based, fluorescence, single concentration; GPR7-expressing cells, fluorescence antagonist assay; inhibition, % at 4.4 µM; hit rate 1.1% among 290,000; Neuropeptides B/W receptor type 1 (Homo sapiens), P48145; in the data active = inhibition above about 16%, passing the limit was not always enough;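 note: cells stimulated with the agonist NPW; 0% = agonist with vehicle and 100% = vehicle without agonist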
# MEKK2 mut-MEK5 = MEK5 binding signal on mutant MEKK2 PB1, primary screen, biochemical, multiplex bead flow cytometry, Alexa488-MEK5; Alexa488-MEK5 binding to MEKK2 mutant; percent response, % at 10 µM; hit rate 0.35% among 290,000; AID 1530, 2009; in the data active = percent response above about 24%, passing the limit was not always enough; note: inactives centre near 1; some results filed as inactive read as strong as hits; reference of the scale not given here
# Starred values were filed as active, the others as inactive; . = not tested or not shown; [ ] = dose if it differs, or a comment.
SMILES,NALP1 inh,PHOSPHO1 inh,MEKK3 PB1 HTS,V1aR counter,GalR3 antagonist,OXTR ag,MEKK2 WT-MEK5,GPR7 antag,MEKK2 mut-MEK5
CCc1nnc(NC(=O)C(CC)c2ccccc2)s1 (configuration not stated),37.4,4.5,103.0,2.8,-0.9,0.6,105.0,-2.3,1.0
Cc1ccc(NC(=S)N2CCC(NC(=O)c3ccco3)CC2)cc1C,-2.2,-1.9,100.0,0.4,-2.6,-0.2,100.0,-9.8,2.0
Cc1ccc(Oc2nnc(-c3cccs3)c3ccccc23)cc1C,13.8,4.2,101.0,-0.5,1.9,-1.2,95.0,0.6,-2.0
C(#Cc1ccccc1)C[N+]1(CC#Cc2cccc3ccccc23)CCOCC1,6.2,27.9,103.0,.,-6.7,.,154.0*,1.3,1.0
Cc1ccc(OCc2ccc(-c3ccccc3)cc2)c([N+](=O)[O-])n1,19.5,28.0,98.0,2.8,-7.9,0.6,101.0,10.9,1.0
CCOC(=O)N1CCC(NC(=O)C2=CCN(S(=O)(=O)c3ccc(F)cc3)CC2)CC1,.,22.5,95.0,2.2,1.1,-0.3,92.0,-1.4,-6.0
Cc1ccc(NC(=O)CN2CCc3ccccc3C2)cc1F,16.8,-7.6,101.0,-0.5,-4.5,-1.8,99.0,-13.0,0.0
Cc1c(O)cc2c(c1O)C(=O)CC(c1ccccc1)O2 (configuration not stated),0.6,22.1,110.0,47.7*,0.1,58.9*,110.0,.,7.0
N/C(COc1ccc(C(=O)O)cc1)=N\O,25.7,-11.0,102.0,0.1,-1.0,-0.2,106.0,14.0,0.0
Cn1c(Cn2c(=O)sc3ccccc32)nnc1SCC(=O)NC1CCCCC1,13.9,-4.7,92.0,-0.2,.,-1.1,92.0,-1.1,-1.0
CC(=O)NCCCc1nc2ccccc2n1Cc1ccccc1F,.,17.7,110.0,0.4,-4.6,1.5,106.0,-4.3,10.0
CCc1cccc(CC)c1NC(=O)CN1CCN(S(=O)(=O)c2ccccc2)CC1,-2.8,.,97.0,0.5,-2.7,0.5,97.0,-1.2,3.0
COc1ccc(NC(=O)CSc2nc3c([nH]c4ccccc43)c(=O)n2C)c(OC)c1,2.5,7.6,94.0,0.8,-2.6,-0.6,99.0,-4.5,-1.0
c1ccc(Sc2cnc3ccccc3n2)cc1,22.3,-12.2,99.0,-1.4,-2.8,-1.9,99.0,-12.0,4.0
CCCCNC(=S)NC1CCCC1,3.5,11.2,103.0,-0.4,-3.7,-0.8,110.0,-9.5,18.0

# Compound profiles, from the list above. Order of screens: NALP1 inh | PHOSPHO1 inh | MEKK3 PB1 HTS | V1aR counter | GalR3 antagonist | OXTR ag | MEKK2 WT-MEK5 | GPR7 antag | MEKK2 mut-MEK5
# Cc1ccc(Oc2nnc(-c3cccs3)c3ccccc23)cc1C is listed with 13.8 | 4.2 | 101.0 | -0.5 | 1.9 | -1.2 | 95.0 | 0.6 | -2.0
# Cc1ccc(NC(=S)N2CCC(NC(=O)c3ccco3)CC2)cc1C is listed with -2.2 | -1.9 | 100.0 | 0.4 | -2.6 | -0.2 | 100.0 | -9.8 | 2.0
# Cc1ccc(NC(=O)CN2CCc3ccccc3C2)cc1F is listed with 16.8 | -7.6 | 101.0 | -0.5 | -4.5 | -1.8 | 99.0 | -13.0 | 0.0

# Other compounds follow.
SMILES,NALP1 inh,PHOSPHO1 inh,MEKK3 PB1 HTS,V1aR counter,GalR3 antagonist,OXTR ag,MEKK2 WT-MEK5,GPR7 antag,MEKK2 mut-MEK5
Brc1ccc(C2=Nn3c(nnc3-c3n[nH]c4c3CCC4)SC2)cc1,7.9,10.9,105.0,4.6,-1.7,-2.3,101.0,6.7,0.0
CSCCC(NC(=O)CCN1C(=O)c2ccccc2C1=O)C(=O)O (configuration not stated),22.7,-6.9,96.0,0.5,1.5,1.8,96.0,-11.2,-4.0
CCn1cnc2cc(NCc3ccc(N(C)C)cc3)ccc21,4.9,-17.2,104.0,0.4,2.2,0.7,109.0,-10.4,9.0
Nc1nc(Nc2ccccc2Br)nc(C(F)(F)F)n1,18.6,-2.0,109.0,0.1,1.2,-1.4,109.0,-3.5,5.0
Cc1cc(OCC(=O)Nc2c(C)n(C)n(-c3ccccc3)c2=O)ccc1[N+](=O)[O-],-4.4,40.0,96.0,-0.5,-7.3,-0.9,97.0,-2.7,1.0
Cc1cc2oc(=O)cc(CN3CCC(C)CC3)c2cc1Cl,19.3,-3.3,95.0,-0.3,6.1,-1.0,96.0,-4.4,0.0
COc1ccccc1CCNC(=O)c1ccc(C)o1,-1.9,15.8,107.0,-1.0,-2.3,-1.3,102.0,1.5,8.0
O=S(=O)(Cc1ccccc1)N1CCCc2ccccc21,12.9,-25.8,77.0,-0.7,9.4,-2.5,72.0,-15.1,-15.0
CC1CN(C(=O)CSc2nnc(-c3ccncc3)n2-c2ccccc2)CC(C)O1 (configuration not stated),2.0,-30.8,.,-0.6,-1.3,0.2,.,12.7,.
CN(C)c1ccc(C(CC(=O)c2ccccc2)C2CCCCC2=O)cc1 (configuration not stated),32.8,-1.8,99.0,-0.1,-3.8,-2.4,106.0,-7.8,10.0
Cc1sc2nc(CSc3ccc([N+](=O)[O-])c(C(F)(F)F)c3)[nH]c(=O)c2c1C,29.7,-10.5,97.0,0.1,-1.4,-1.2,92.0,-2.5,-3.0
CCc1ccc(NC(=S)N(CCC(C)C)C2CCN(C(C)=O)CC2)cc1,19.7,46.3,102.0,0.5,-3.2,0.0,106.0,9.5,2.0
CC(=O)N1CCc2cc(S(=O)(=O)CCC(=O)N3CCc4ccccc4C3)ccc21,3.5,9.4,17.0*[inhibitor],-0.3,10.8,0.0,22.0*[inhibitor],-7.6,-12.0
N#Cc1ccc2ccn(CC(=O)NC3CCCCCC3)c2c1,-2.7,-51.0,101.0,-0.9,-3.9,-1.5,99.0,10.6,-4.0
CCC1(c2ccccc2)NC(=S)N(c2ccc(C)c(C)c2)N1 (configuration not stated),-10.1,21.3,110.0,0.7,1.3,1.9,112.0,-12.6,7.0
Cc1ccc(NCc2nnc(SCC(=O)OC3CCCCC3)o2)c(C)c1,3.8,10.5,108.0,-0.9,-11.0,-1.8,110.0,27.7*,7.0
Cc1cccc(NC(=O)c2nnn(-c3cccc(C(F)(F)F)c3)c2N)c1,15.2,11.4,86.0,1.8,-1.4,0.0,79.0,-11.0,-12.0
CC(=O)C1=C(C)NC(=O)NC1c1cc(Br)ccc1OCC#N (configuration not stated),16.4,-21.6,59.0,0.6,-7.3,-0.3,77.0,-14.8,5.0
Oc1c(C=NCc2ccncc2)sc2ccccc12,18.5,-49.5,104.0,0.8,-5.1,0.7,106.0,-9.1,-1.0
COC(=O)c1ccccc1NC(=O)CSc1nc(Nc2ccccc2)nc(N2CCOCC2)n1,-5.1,36.6,103.0,2.9,-1.4,0.7,101.0,-20.4,5.0
CC1CN(CC(=O)N2CCc3[nH]c4ccccc4c3C2)CC(C)O1 (configuration not stated),6.3,19.3,97.0,0.9,-1.9,1.1,99.0,1.1,-5.0
CCCCCn1c(Sc2nc3ccccc3s2)nc2c1c(=O)[nH]c(=O)n2C,7.5,-11.6,102.0,-0.7,-1.7,-1.6,98.0,-13.1,-3.0
CN(C)C(=O)c1ccc(COc2ccccc2Br)o1,8.0,-23.9,102.0,1.6,-6.9,-0.8,109.0,-10.6,6.0
COc1ccc(NS(=O)(=O)c2cn(C)c(=O)n(C)c2=O)cc1,.,28.5,101.0,-0.2,-5.8,0.8,103.0,-9.3,6.0
COc1cccc(C2=NOC(C(=O)NCc3ccccc3)C2)c1 (configuration not stated),16.3,3.8,.,0.1,-3.3,-0.2,.,9.0,.
O=C(O)c1cc(NCc2ccc3c(c2)OCO3)ccc1N1CCOCC1,1.3,2.6,97.0,1.0,-3.1,2.3,92.0,1.2,-5.0
CN(C)/C=N/c1nc2nccc(-c3ccc(Cl)cc3)n2n1,-31.1,-12.3,93.0,-0.9,-4.5,-2.0,91.0,-9.6,-7.0
Cc1ccc(OCC(=O)N2CCCC(CO)(CCOc3ccccc3)C2)cc1 (configuration not stated),16.9,17.0,101.0,0.9,-1.7,-0.3,102.0,-11.2,6.0
CC(C)Cn1c(N)c(C=O)c(=O)n(C)c1=O,9.9,16.8,109.0,-0.4,-6.0,-0.4,97.0,3.8,-1.0
O=C(NC1CC1)c1nc(Cn2cc([N+](=O)[O-])cn2)no1,-15.4,36.8,98.0,0.6,-8.1,0.9,99.0,-10.3,2.0
O=C(NC(C(=O)N/N=C/c1ccncc1)c1n[nH]c(=O)c2ccccc12)c1ccccc1 (configuration not stated),4.1,-52.5,97.0,0.3,-4.0,1.4,96.0,-9.5,-6.0
COc1ccccc1C(=O)NCC(=O)OCCCOC(=O)CNC(=O)c1ccccc1OC,-1.0,27.0,101.0,0.7,-2.0,0.2,103.0,-8.9,3.0
O=C(O)c1cccc(N2C(=O)c3ccc(Oc4ccc(Cl)cc4)cc3C2=O)c1,12.1,35.4,98.0,2.2,-3.2,2.8,98.0,-13.5,-2.0
COCCN1Cc2cccc(C(=O)Nc3cccnc3)c2C1=O,14.4,20.8,.,0.4,0.4,0.1,.,-12.8,.
CCCn1nc2cc(C(=O)NCc3ccc4c(c3)OCO4)ccc2c1OCC,3.8,20.3,101.0,-1.4,-3.4,-1.8,102.0,-16.0,1.0
Cc1nc(Cl)c(C(=O)NC(=O)NCc2ccccc2)c(C)c1Cl,19.4,-5.2,142.0*,0.6,-2.9,-2.0,107.0,-8.5,1.0
O=C(COC(=O)c1cc(=O)[nH]c2ccccc12)c1ccccc1,-19.5,-60.1,99.0,-1.6,-1.0,-2.1,95.0,-4.8,-4.0
COc1cc(/C=C2\SC(=O)NC2=O)ccc1Oc1ccc([N+](=O)[O-])cc1[N+](=O)[O-],3.4,10.8,92.0,2.5,-4.6,0.2,84.0,-3.6,-9.0
CC(=O)Nc1ccc(NC(=O)COC(=O)c2ccccn2)cc1,-5.2,-13.2,99.0,1.4,-4.2,0.9,104.0,-7.4,3.0
Cc1cn(-c2ccccc2)c(C)c1/C=N\Nc1nc(N2CCOCC2)nc(N2CCOCC2)n1,-6.8,-30.0,95.0,-0.5,-2.8,-0.2,100.0,0.2,-6.0
CCCC(=O)NNC(=O)CCC(=O)Nc1ccccc1Cl,-3.5,28.5,83.0,1.0,-1.2,-0.5,86.0,-10.2,-3.0
CCCOC(=O)Nc1sc2c(c1C(=O)OCC)CCC2,12.8,1.7,100.0,1.1,-8.2,-1.7,100.0,8.3,3.0
CCOCCCNC(=O)c1cn(CC)c2ccc(S(=O)(=O)N3CCOCC3)cc2c1=O,8.2,47.5,100.0,0.4,-5.4,0.5,100.0,-11.3,2.0
Cc1ccc2nc(NC(=O)c3ccc(Br)o3)sc2c1,15.8,20.1,108.0,0.1,-8.9,-0.3,113.0,-16.6,5.0
COc1cccc(Oc2cc(NN3CCCCC3)c([N+](=O)[O-])cc2[N+](=O)[O-])c1OC,13.6,-1.7,103.0,-0.9,-3.1,-0.9,103.0,-0.5,3.0
CCC(=O)c1ccc(OCC(O)CN2CCOCC2)cc1 (configuration not stated),16.1,-17.5,2.0*[inhibitor],0.4,-0.1,0.0,2.0*[inhibitor],-1.4,-31.0

# The order is random. Share with any hit: about 5.4%.
